Screens as filed in PubChem.
RGS4 block – RGS4 inhibitors, primary screen, cell-based, HEK293 M3R inducible RGS4, calcium flux; Regulator of G-protein signaling 4 (Homo sapiens), P49798; B-score at 10 µM; Fluo-4 calcium flux; stronger effect = higher value; triggered by carbachol at its EC20; 310,000 compounds, 0.45% hits;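 active = B-score, a plate-corrected calcium signal, over three deviations above library mean, with baseline fluorescence within five deviations of library mean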;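 note: RGS4 expression induced by doxycycline in cells with stable M3 receptor; B-score is computed from the integrated fluorescence ratio over baseline after carbachol; higher B-score means a larger calcium signal and so more RGS4 inhibition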
Target sequence (P49798 whole entry, looked up): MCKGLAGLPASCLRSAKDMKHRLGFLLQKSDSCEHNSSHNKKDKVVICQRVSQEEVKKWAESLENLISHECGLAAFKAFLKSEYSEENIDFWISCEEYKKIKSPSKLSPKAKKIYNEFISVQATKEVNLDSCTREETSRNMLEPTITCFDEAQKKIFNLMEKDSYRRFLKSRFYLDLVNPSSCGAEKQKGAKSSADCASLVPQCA
MrgX1 agonist – agonists of human MrgX1 receptor, primary screen, HEK293 cells, Fluo-4 calcium flux; Fluo-4 calcium fluorescence, agonist mode; stronger effect = higher value; 310,000 compounds, 0.44% hits; B-score at 10 µM; Mas-related G-protein coupled receptor member X1 (Homo sapiens), Q96LB2; AID 588627, 2011;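 active = calcium response B-score plate-corrected fluorescence ratio at least 3 library SD, with starting fluorescence B-score inside 5 SD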
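Test system: HEK293 cells stably expressing human MrgX1 receptor; amount: 15,000 cells per well; doses: compound delivered in addition one of three; times: overnight plating before 1 h dye loading; detection: Fluo-4 NW calcium-flux fluorescence, kinetic read; read-out basis: B-scored fluorescence response ratio; controls: positive and negative controls per plate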
KCNK9 block – KCNK9 potassium channel inhibitors, primary screen, HEK293 cells, thallium flux. Potassium channel subfamily K member 9 (Homo sapiens), Q9NPC2. FluxOR thallium flux fluorescence; stronger effect = lower value. B-score at 10 µM. 310,000 compounds, 1.2% hits. AID 488922, 2010;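 active = ratio B-score over 3 SD below the library mean, with starting fluorescence within 5 SD of its mean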;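 note: negative B-score means less thallium flux so channel inhibition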
Target sequence (Q9NPC2 whole entry, looked up): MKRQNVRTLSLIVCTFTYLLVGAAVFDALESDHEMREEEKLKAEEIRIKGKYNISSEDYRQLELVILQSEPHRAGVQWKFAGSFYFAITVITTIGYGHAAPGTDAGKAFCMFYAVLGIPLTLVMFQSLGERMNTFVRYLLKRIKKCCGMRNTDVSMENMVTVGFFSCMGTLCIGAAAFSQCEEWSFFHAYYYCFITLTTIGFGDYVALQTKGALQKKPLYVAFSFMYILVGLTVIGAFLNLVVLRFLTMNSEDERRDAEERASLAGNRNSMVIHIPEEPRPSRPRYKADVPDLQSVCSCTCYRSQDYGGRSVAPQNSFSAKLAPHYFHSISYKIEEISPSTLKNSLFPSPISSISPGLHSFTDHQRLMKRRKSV
MrgX1 PAM – positive allosteric modulators of MrgX1, primary screen, HEK293 cells, Fluo-4 calcium flux; Mas-related G-protein coupled receptor member X1 (Homo sapiens), Q96LB2; FDSS; stronger effect = higher value; B-score at 10 µM; 310,000 compounds, 0.63% hits;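 active = plate-corrected calcium response at least 3 library SD above typical, normal starting fluorescence, not activating the receptor alone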;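 note: compound read alongside a low EC10 to EC30 dose of BAM8-22 agonist; peak minus trough fluorescence over baseline measured at the second addition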
ANO1 activ – TMEM16A chloride channel activators or potentiators, primary screen, cell-based, HTS. HEK293 TMEM16A/YFP-H148Q/I152L, iodide quench fluorescence; stronger effect = lower value. B-score at 10 µM. 340,000 compounds, 0.3% hits;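 active = fluorescence-ratio B-score plate-corrected deviation score at least 3 library SD below zero, with starting fluorescence score within 5 deviations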;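 note: channel opened by trigger with iodide after compound preincubation; score built on the fluorescence ratio of max minus min over baseline; more negative score means more quench and so TMEM16A activation or potentiation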
RGS4 pot – RGS4 potentiators or activators, primary screen, cell-based, HEK293 M3R inducible RGS4, calcium flux. carbachol calcium flux Fluo4; stronger effect = lower value. B-score at 10 µM. 310,000 compounds, 0.92% hits. AID 463111, 2010;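 active = B-score of the integrated calcium signal more than 4 SD below the library mean, with starting fluorescence not abnormally high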;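 note: negative B-score means reduced calcium response which marks RGS4 activation or potentiation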
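Test system: HEK293 cells with stable M3R and inducible RGS4; also added: carbachol at ECmax as muscarinic agonist stimulus; schedule: dye loading 30 min 37 °C, buffer rest 30 min RT; technique: kinetic calcium fluorescence imaging with Fluo4-AM dye, 2 µM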
KCNQ1 inh – inhibitors of human KCNQ1 channel, primary screen, cell-based, thallium flux, high-throughput. CHO-K1 KCNQ1, FluxOR thallium flux fluorescence; stronger effect = higher value. 310,000 compounds, 1.3% hits. B-score at 10 µM. AID 2642, 2010. Potassium voltage-gated channel subfamily KQT member 1 (Homo sapiens), P51787;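 active = compounds whose thallium flux B-score, printed positive for inhibition, exceeds three library SD while starting fluorescence stays within three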;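 note: channel opened by potassium depolarization with thallium stimulus after 20 min compound exposure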
KCNQ1 pot – potentiators or activators of KCNQ1 channel, primary screen, cell-based, thallium flux, high-throughput | 310,000 compounds, 0.35% hits | AID 2648, 2010 | B-score at 10 µM | Potassium voltage-gated channel subfamily KQT member 1 (Homo sapiens), P51787 | CHO-K1 KCNQ1, thallium flux FluxOR fluorescence; stronger effect = higher value;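 active = fluorescence ratio B-score, a plate-corrected score, at least three library SD, with initial intensity B-score within 5 SD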
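Assay system: CHO-K1 cells stably expressing KCNQ1. Medium: assay buffer for compound exposure, DMSO matched across wells. Timing: 37 °C overnight plating, 90-min dark dye load, 20-min compound pretreatment. Signal: kinetic FluxOR fluorescence, 10 s baseline plus 110 s post-stimulus.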
TMEM16A inh – TMEM16A chloride channel inhibitors, primary screen, cell-based, HTS. Anoctamin-1 (Mus musculus), Q8BHY3. HEK293 TMEM16A/YFP iodide influx fluorescence, ionomycin. normalized B-score (activity score, 25-100; higher = stronger inhibition) at 10 µM. 310,000 compounds, 1.2% hits. AID 588511, 2011;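 active = ratio plate-corrected score three or more library SD toward inhibition, starting fluorescence score within five deviations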;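 note: score derived from kinetic fluorescence span divided by baseline fluorescence per well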
hERG protect – hERG rescue from dofetilide block, primary screen, cell-based, CHO-hERG, FluxOR thallium flux, dofetilide IC70; dofetilide IC70 present; 310,000 compounds, 0.51% hits; Voltage-gated inwardly rectifying potassium channel KCNH2 (Homo sapiens), Q12809; activation (rescue from dofetilide block), less the hit threshold, % at 10 µM; AID 1511, 2009;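 active = activation above the mean of controls blocked by dofetilide plus 5 SD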;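 note: thallium influx through hERG after potassium depolarization seen as dye fluorescence rise; in these data hits start at about 4.7%; inactives centre near -7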
KCNK3 inh – human KCNK3 channel inhibitors, primary screen, CHO cells, FluxOR thallium flux, B-score | AID 602410, 2012 | Potassium channel subfamily K member 3 (Homo sapiens), O14649 | 340,000 compounds, 0.84% hits | B-score at 10 µM | FluxOR fluorescence; stronger effect = lower value;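 active = B-score under library mean minus 4 SD, starting fluorescence ratio at most library mean plus 5 SD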;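 note: more negative B-score means stronger inhibition of thallium flux through KCNK3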
Target sequence (O14649 whole entry, looked up): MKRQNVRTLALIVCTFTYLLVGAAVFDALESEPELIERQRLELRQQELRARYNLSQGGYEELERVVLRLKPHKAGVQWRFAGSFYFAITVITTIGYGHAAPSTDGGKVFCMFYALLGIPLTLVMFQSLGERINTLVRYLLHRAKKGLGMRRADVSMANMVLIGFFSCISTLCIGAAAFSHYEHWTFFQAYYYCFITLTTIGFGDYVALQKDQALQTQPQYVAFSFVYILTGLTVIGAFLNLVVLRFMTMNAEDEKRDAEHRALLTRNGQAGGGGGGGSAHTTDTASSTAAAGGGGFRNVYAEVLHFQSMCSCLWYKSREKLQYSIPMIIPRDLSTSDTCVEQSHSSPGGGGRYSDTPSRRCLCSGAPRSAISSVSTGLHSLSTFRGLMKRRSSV
The depositor's hits bear a star; i = inactive; · = not tested or not shown. This is a random part of the collection. About 6.3% of those tested had a hit in this group.

SMILES	RGS4 block	MrgX1 agonist	KCNK9 block	MrgX1 PAM	ANO1 activ	RGS4 pot	KCNQ1 inh	KCNQ1 pot	TMEM16A inh	hERG protect	KCNK3 inh
CCN(CC)CCCN1CC(O)=C(c2nc3ccccc3s2)C1=N	i	i	i	i	i	i	i	i	i	-8.1	i
CCn1c(/C=C/c2ccc(O)c(O)c2)nc2ccccc2c1=O	i	i	i	i	i	i	7*	i	i	-17.0	i
O=C(Cc1ccccc1)N1CCN=C1SCc1ccc([N+](=O)[O-])cc1	i	i	i	i	i	i	i	i	i	-4.6	i
Cc1ccc(C)c(N2CCN(C(=O)C34CC5CC(C3)CC(n3nnc(C)n3)(C5)C4)CC2)c1	i	i	i	i	i	i	i	i	i	-5.2	i
COCCn1c(SCC(=O)c2[nH]c(C)c(C(C)=O)c2C)nc2ccccc2c1=O	i	i	i	i	i	i	i	i	i	-6.4	i
CCOC(=O)C1(Cc2ccccc2C)CCCN(C(=O)CCc2c(C)noc2C)C1 (centres undefined)	i	i	i	i	i	i	i	i	i	-7.2	i
CCc1nc2c(sc3nc4c(cc32)COC(C)(C)C4)c(=O)n1Cc1ccco1	i	i	i	i	i	i	i	i	i	-10.4	i
Cc1ccc(N2C3=C(C(=O)CC(C)(C)C3)C(c3cn(C)nc3C)C3=C2CC(C)(C)CC3=O)cc1	i	i	i	i	i	i	i	i	i	-10.6	i
COc1ccc(OCC(=O)N/N=C(\CCC(=O)O)c2cccs2)cc1	i	i	i	i	i	i	i	i	i	-12.0	i
N#C/C(=C\C=C\c1ccccc1)c1nc(-c2ccc3c(c2)OCO3)cs1	i	i	i	i	i	i	i	i	i	-12.2	i
COc1ccc(CNc2ccc3c(c2)nc(C)n3C)cc1	·	i	·	i	i	·	·	·	i	·	i
COc1ccccc1N(C)S(=O)(=O)c1ccc(C(=O)NCc2ccc3c(c2)OCO3)cc1	i	i	i	i	i	i	i	i	i	-8.5	i
FC(F)(F)COc1ccc(-c2nnc(SCc3c(Cl)cccc3Cl)o2)cn1	i	i	i	i	i	i	i	i	i	-4.8	i
CCOC(=O)c1[nH]c(CSc2nnnn2-c2ccccc2C)c(C(=O)OCC)c1C	·	i	·	i	i	·	·	·	i	·	i
O=S(=O)(c1ccccc1F)N1CCC(Oc2ccc(-n3cnnn3)cc2)CC1	i	i	i	i	i	i	i	i	i	-8.7	i
O=C(c1ccco1)N1CCN(C2CC(=O)N(c3ccccc3)C2=O)CC1 (centres undefined)	i	i	i	i	i	i	i	i	i	-10.8	i
O=C(Nc1cc([N+](=O)[O-])ccc1Cl)C1CC1	i	i	i	i	i	i	i	i	i	-5.2	i
CCCC1(c2ccccc2)NC(=O)NC1=O (centres undefined)	i	i	i	i	i	i	i	i	i	-7.5	i
COc1ccc(OC(=O)c2ccncc2)cc1	i	i	i	i	i	i	i	i	i	-9.7	i
CC(=O)N(C)c1ccc(NC(=O)Nc2ccccc2C)cc1	i	i	i	i	i	i	i	i	i	-8.3	i
N#Cc1c(NCCN)nc(-c2ccccc2)c2c1CCCC2	i	i	i	i	i	i	i	i	i	-9.1	i
CC(=O)CSc1nnc(-c2ccco2)n1-c1ccccc1	i	i	i	i	i	i	i	i	i	-4.1	i
COC(=O)c1ccc(C2C(C(=O)OCC(C)C)=C(C)N=C3SCCC(=O)N32)cc1 (centres undefined)	i	i	i	i	i	i	i	i	i	-13.1	i
O=C(NC1CCCCCC1)c1ccc(CS(=O)Cc2cccc(Cl)c2)o1 (centres undefined)	i	i	i	i	i	i	i	i	i	-6.2	i
COc1ccc(N(CC(=O)N/N=C/c2ccc(-c3ccc([N+](=O)[O-])cc3)o2)S(=O)(=O)c2ccc(C)cc2)cc1	i	i	i	i	i	i	i	i	i	-9.5	i

Next section.
SMILES	RGS4 block	MrgX1 agonist	KCNK9 block	MrgX1 PAM	ANO1 activ	RGS4 pot	KCNQ1 inh	KCNQ1 pot	TMEM16A inh	hERG protect	KCNK3 inh
COc1ccc(/C=C/C(=O)O)cc1S(=O)(=O)N1CCc2ccccc21	i	i	i	i	i	i	i	i	i	-10.4	i
Oc1ccc2ccccc2c1/C=N/c1nc2c(s1)CCCC2	i	i	i	i	i	i	i	i	i	-6.8	i
COc1ccc(C(=O)CCN2CCc3cc(OC)c(OC)cc3C2)cc1	i	42.5*	i	i	i	i	i	i	i	-19.5	i
CC1CC(C)CN(C(=O)c2cc3cc(Br)cc(Br)c3o2)C1 (centres undefined)	i	i	i	i	i	i	i	i	i	-14.1	i
CCN(c1ccccc1)S(=O)(=O)c1ccc(C(=O)OC(C)C(=O)NCCC2=CCCCC2)cc1 (centres undefined)	i	i	i	i	i	i	i	i	i	-10.3	i
CCN1CCN(c2cc(C)c3cc(NC(=O)c4cccs4)ccc3n2)CC1	i	i	i	i	i	i	i	i	i	-13.4	i
O=C(CN(C(=O)c1csnn1)c1cccc2c1CCCC2)NC1CCCC1	i	i	i	i	i	i	i	i	i	-0.3	i
Cc1cc(C)nc(N2CCC(C(=O)NCc3ccccc3)CC2)n1	i	i	i	i	i	i	i	i	i	-15.7	i
O=C(Nc1nnc(SCc2ccc(Cl)cc2)s1)C1CCCO1 (centres undefined)	i	i	i	i	i	i	i	i	i	-1.6	i
COc1ccc(/C=C/C(=O)N2CCN(c3ccccn3)CC2)cc1OC	i	i	i	i	i	i	i	i	i	-13.1	i
Cc1cccc(N2CCN(C(=O)CC(NC(=O)c3ccccc3Cl)c3ccccc3)CC2)c1C (centres undefined)	i	i	i	i	i	i	i	i	i	-19.2	i
O=C(/C=C/c1cc([N+](=O)[O-])ccc1OC(F)F)Nc1ccc(OC(F)F)cc1	i	i	i	i	i	i	i	i	i	-6.0	i
COCCNC(=O)CSc1c2c(nc3ccc(Cl)cc13)CCCC2	i	i	i	i	i	i	i	i	i	-6.0	i
Cc1oc(C(C)(C)C)cc1C(=O)Nc1ccc(C(=O)O)cc1	i	i	i	i	i	i	i	i	i	0.5	i
CCOC(=O)c1sc(=S)n(Cc2ccccc2)c1N	i	47.3*	i	i	i	i	i	i	i	-4.7	i
Clc1ccc(-c2noc(CCCc3ccccc3)n2)cc1	i	i	i	i	i	i	i	i	i	-5.1	i
Cc1ccc(C)c(OCCn2nnc3ccccc32)c1	i	i	i	i	i	i	i	i	i	-2.8	i
Cc1ccc(CCNC(=O)NC(C)(C)C)cc1	i	i	i	i	i	i	i	i	i	-7.8	i
Cc1ccc(N=C2SC(C(=O)NCCc3ccccc3)CC(=O)N2C)cc1C (centres undefined)	i	i	i	i	i	i	i	i	i	-9.0	i
COc1ccc(C(=O)Nc2ccc(-c3nnn(CC(=O)N4CCN(C(=O)c5ccco5)CC4)n3)cc2)cc1	i	i	i	i	i	i	i	i	i	-1.6	i
CCOc1ccc2[nH]c(=O)c(CN(Cc3ccccc3OC)C(=O)c3ccccc3)cc2c1	i	i	i	i	i	i	i	i	i	-12.7	i
CCC(C)(C)n1nnnc1CN(Cc1cc2cc(OC)c(OC)cc2[nH]c1=O)C1CCCC1	i	i	i	i	i	i	i	i	i	-4.6	i
CN1C(=O)C2(c3ccccc31)N(C)CC(c1ccccn1)C21SC(=S)N(Cc2ccco2)C1=O (centres undefined)	i	i	i	i	i	i	i	i	i	-8.6	i
Cc1ccc(-n2c(CNc3cccc(Cl)c3)n[nH]c2=S)cc1	i	i	i	i	i	i	i	i	i	-9.8	i
COc1ccc(CNC(=O)COC(=O)/C=C/c2cccc(Br)c2)cc1OC	i	i	i	i	i	i	i	i	i	-4.3	i

(list continues)
SMILES	RGS4 block	MrgX1 agonist	KCNK9 block	MrgX1 PAM	ANO1 activ	RGS4 pot	KCNQ1 inh	KCNQ1 pot	TMEM16A inh	hERG protect	KCNK3 inh
COc1ccc(CCNC(=O)CCS(=O)(=O)c2ccc3c(c2)NC(=O)C(C)S3)cc1OC (centres undefined)	i	i	i	i	i	i	i	i	i	-8.0	i
O=C(COC(=O)CN1C(=O)NC2(CCCC2)C1=O)Nc1c(Cl)cccc1C(F)(F)F	i	i	i	i	i	i	i	i	i	-14.0	i
CCOC(=O)c1ccccc1NC(=O)COc1coc(CN2CCc3ccccc32)cc1=O	i	i	i	i	i	i	i	i	i	-17.9	i
NC(=O)C1(N2CCCCC2)CCN(c2ccc3nnc(-c4ccccc4)n3n2)CC1	i	i	i	i	i	i	i	i	i	-12.1	i
CC1Cc2ccccc2N1C(=O)CN1CCN(Cc2ccccc2)CC1 (centres undefined)	i	i	i	i	·	i	i	i	i	-4.1	i
Cc1cc(CNC(=O)COC(=O)Cn2[nH]c(=O)c3ccccc3c2=O)cc(C)c1O	i	i	i	i	i	i	i	i	i	-10.2	i
O=C(CSc1nnc(-c2ccncc2)n1Cc1ccco1)OC1CCCCC1	i	i	i	i	i	i	i	i	i	-7.8	i
CN1CCN(C(=S)c2cn(Cc3ccc(Br)cc3)c3ccccc23)CC1	i	i	i	i	i	i	i	i	i	-17.5	i
Cc1c(/C=C(\C#N)c2nn(-c3ccccc3)c(N)c2C#N)c2ccccc2n1Cc1ccc(F)cc1	i	i	i	i	i	i	i	i	i	-6.0	i
c1ccc(-n2ncc3c(NCCN4CCCCC4)ncnc32)cc1	i	i	i	i	i	i	i	i	i	-12.6	i
O=C(O)CCCCCNC(=O)c1ccc(C(=O)NCCCCCC(=O)O)cc1	i	i	i	i	i	i	i	i	i	-10.1	i
CC(=O)NC1=NC(=O)CS1	i	i	i	i	i	i	i	i	i	-1.8	i
CCOC(=O)c1c[nH]c(=S)n1C	i	i	i	i	i	i	i	i	i	-5.7	i
CCCN(CCC)C(=O)c1oc2ccccc2c1NC(=O)Cc1cccc(OC)c1	i	i	i	i	i	i	i	i	i	-10.7	i
